Source: PubChem BioAssay
IDE cell activ: IDE (human) activation, cell-based | HEK cells, FAbeta-B cleavage, fluorescence polarization; 0% vehicle, 100% cell-free pure enzyme wells | 340,000 compounds, 0.073% hits | AID 493087 | P14735 | activation, % at 5.96 µM;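 active = activation above the mean of all tested compounds plus 3 SD, set per screening campaign, cut at about 17% in these data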
MEKK3 PB1 HTS: MEKK3-MEK5 PB1 interaction, increase or decrease. bead-based flow cytometry, Alexa488-MEK5 binding to MEKK3; actives lie on both sides; 0 = blocked by unlabeled MEK5, 100 = vehicle. binding response (% of control), % at 10 µM. Q99759. 290,000 compounds, 1.4% hits;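 active = binding response more than 3 SD above or below the average of its plate-row segment, actives on both sides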;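 note: Alexa488 bead fluorescence after subtracting the streptavidin-only scavenger bead signal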
IDE cell inh: inhibits human insulin-degrading enzyme in HEK cells | P14735 | FAbetaB cleavage, fluorescence polarization | inhibition, % at 5.59 µM | 320,000 compounds, 0.41% hits;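 active = percent inhibition above the average of all tested compounds plus 3 SD, set per screening campaign, cut at about 16% in these data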;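 note: IDE supplied by intact live HEK cells; FP after avidin binding of uncleaved biotin substrate so inhibition keeps polarization high; 0% = DMSO wells and 100% = 60 µM reference IDE inhibitor Ii1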
CRFR2-BP ag: agonists of human CRF-binding protein/CRF-R2 receptor complex; HEK293 CRF-R2/CRF-BP, calcium dye fluorescence (FLIPR); percent of saturating CRF peptide response; activation, % at 13.2 µM; 350,000 compounds, 0.46% hits; AID 588473;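 active = activation of at least 50%, plus an integration ratio under a set limit after plate pattern correction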;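 note: plate controls were neutral control wells without compound for no effect and CRF at EC100 for full effect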
CRFBP-R2 block: antagonists of CRF-binding protein/CRF-R2 receptor complex; inhibition, % at 11.8 µM; AID 588475; 350,000 compounds, 0.59% hits; HEK293 CRF-R2/CRF-BP, CRF-induced calcium fluorescence;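 active = inhibition of the ligand-induced calcium signal above about 50% at the single tested concentration, limit read from the data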
pCIP destab: compounds decreasing mouse p/CIP protein stability | Q05BA5 | F442A p/CIP-EGFP cells, EGFP fluorescence, 16 h | decrease of EGFP signal, % at 10 µM | 290,000 compounds, 0.01% hits;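 active = EGFP signal decrease of at least 30% at 10 µM or well 3 SD below plate mean, unless failing retest; inactive = the rest, including hits failing retest or dose response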; note: some compounds called inactive have numbers as strong as hits; many of its hits are not listed in these tables
PHOSPHO1 block: PHOSPHO1 (human) inhibition. inhibition, % at 13.3 µM. AID 1565. recombinant PHOSPHO1, absorbance phosphatase assay. 290,000 compounds, 1.1% hits; in the data active = inhibition above about 60%
Target sequence (Q8TCT1 whole entry, looked up): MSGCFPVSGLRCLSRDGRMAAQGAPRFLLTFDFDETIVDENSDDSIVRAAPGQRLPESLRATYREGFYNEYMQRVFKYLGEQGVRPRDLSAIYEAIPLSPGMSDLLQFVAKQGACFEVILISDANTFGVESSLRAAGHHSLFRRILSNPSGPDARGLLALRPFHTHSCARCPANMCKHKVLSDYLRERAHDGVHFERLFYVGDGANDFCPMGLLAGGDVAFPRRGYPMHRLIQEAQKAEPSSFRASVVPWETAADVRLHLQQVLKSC
GalR3 antagonist: human GalR3 antagonism; O60755; HEK293 GalR3-CNG cAMP membrane potential fluorescence; galR3 body fused to GalR1 C-terminus; inhibition, % at 3 µM; 360,000 compounds, 0.44% hits; AID 651719;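 active = inhibition above the screen-wide average plus 3 SD, cut at about 13% in these data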;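 note: forskolin and galanin both at EC90 stimulate the cells; cAMP rise reported by CNG channel membrane potential dye signal; 0% = forskolin plus galanin with DMSO and 100% = forskolin alone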
Target sequence (O60755 1-299 limits assumed): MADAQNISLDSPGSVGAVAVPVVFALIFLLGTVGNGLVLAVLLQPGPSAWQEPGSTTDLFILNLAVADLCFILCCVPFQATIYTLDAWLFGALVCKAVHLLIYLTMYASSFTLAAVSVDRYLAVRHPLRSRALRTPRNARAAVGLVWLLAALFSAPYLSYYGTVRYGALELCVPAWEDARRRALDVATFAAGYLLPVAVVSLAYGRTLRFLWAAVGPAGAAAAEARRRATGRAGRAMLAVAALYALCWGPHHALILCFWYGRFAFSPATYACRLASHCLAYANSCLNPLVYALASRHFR
CHRM4 PAM: potentiates acetylcholine response at human M4 receptor | P08173 | CHO-K1 hM4/Gqi5, Fluo-8 calcium fluorescence, ACh EC20; 0% = ACh EC20, 100% = maximal ACh | activation, % at 3 µM | 360,000 compounds, 0.4% hits;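 active = activation above its plate's cutoff, the mean activation of sample wells plus 3 SD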; note: some results filed as inactive read as strong as hits
Target sequence (P08173 whole entry, looked up): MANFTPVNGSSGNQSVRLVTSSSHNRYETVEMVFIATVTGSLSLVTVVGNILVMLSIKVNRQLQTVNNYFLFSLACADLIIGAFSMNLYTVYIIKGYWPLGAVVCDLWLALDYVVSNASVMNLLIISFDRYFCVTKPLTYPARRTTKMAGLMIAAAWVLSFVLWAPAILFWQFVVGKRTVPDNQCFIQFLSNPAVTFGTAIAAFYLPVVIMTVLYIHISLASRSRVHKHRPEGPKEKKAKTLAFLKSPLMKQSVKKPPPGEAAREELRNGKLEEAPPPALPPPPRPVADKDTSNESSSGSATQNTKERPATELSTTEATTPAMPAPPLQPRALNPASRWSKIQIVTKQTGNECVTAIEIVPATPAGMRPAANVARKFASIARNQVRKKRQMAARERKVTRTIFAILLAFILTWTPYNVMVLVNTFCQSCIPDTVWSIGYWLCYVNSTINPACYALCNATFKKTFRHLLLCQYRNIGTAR
Numbers without * were called inactive.

Screening O=C(CN(C(=O)CNC(=O)c1cccs1)c1ccc(F)cc1)NC1CCCC1 returned IDE cell activ 0, MEKK3 PB1 HTS 97, IDE cell inh 4, CRFR2-BP ag -0.6, CRFBP-R2 block 3, pCIP destab -1, PHOSPHO1 block 11, GalR3 antagonist -10 and CHRM4 PAM 2.
For CCCCNC(=O)c1onc(CSc2ccccc2F)c1C(=O)O the results were IDE cell activ 1, MEKK3 PB1 HTS 103, IDE cell inh 3, CRFR2-BP ag -2.7, CRFBP-R2 block 6, pCIP destab -7, PHOSPHO1 block 21, GalR3 antagonist -1 and CHRM4 PAM 4.
For Cc1c(NC(=O)c2cccc(F)c2)c(=O)n(-c2ccccc2)n1C the results were IDE cell activ -3, MEKK3 PB1 HTS 105, IDE cell inh 4, CRFR2-BP ag -1.9, CRFBP-R2 block 15, pCIP destab -7, PHOSPHO1 block -3, GalR3 antagonist -4 and CHRM4 PAM 7.
`Cc1cccc(C(=O)C2CCN(S(=O)(=O)c3ccc(C(=O)O)cc3)CC2)c1` gave IDE cell activ 0, MEKK3 PB1 HTS 100, IDE cell inh 0, CRFR2-BP ag -0.7, CRFBP-R2 block 13, pCIP destab -9, PHOSPHO1 block 31, GalR3 antagonist -8 and CHRM4 PAM -6.
`COCCCNC(=O)/C(C#N)=C/c1ccc(OCC(=O)O)c(OC)c1` gave IDE cell activ 2, MEKK3 PB1 HTS 101, IDE cell inh 2, CRFR2-BP ag -2.2, CRFBP-R2 block 23, pCIP destab 7, PHOSPHO1 block 8, GalR3 antagonist 0 and CHRM4 PAM 0.
For Cc1cc(F)ccc1NC(=O)c1cnccn1 the results were IDE cell activ -1, MEKK3 PB1 HTS 99, IDE cell inh 5, CRFR2-BP ag -2.2, CRFBP-R2 block -1, pCIP destab 3, PHOSPHO1 block -8, GalR3 antagonist -6 and CHRM4 PAM 5.
`COc1ccc(OC)c(-n2c(-c3cc(-c4ccccc4)n[nH]3)n[nH]c2=S)c1` gave IDE cell activ -2, MEKK3 PB1 HTS 91, IDE cell inh 0, CRFR2-BP ag 8.0, CRFBP-R2 block 4, pCIP destab -3, PHOSPHO1 block -13, GalR3 antagonist -3 and CHRM4 PAM 9.
`CN(C)C(=O)c1nc2ccc(Cl)cn2c1CN1CCN(c2ncccn2)CC1` gave IDE cell activ -2, MEKK3 PB1 HTS 98, IDE cell inh 5, CRFR2-BP ag -1.1, CRFBP-R2 block 5, pCIP destab 3, PHOSPHO1 block -2, GalR3 antagonist 0 and CHRM4 PAM -4.
`O=C(O)c1ccc(N=NN2CCOCC2)cc1` gave IDE cell activ 2, MEKK3 PB1 HTS 94, IDE cell inh 5, CRFR2-BP ag -0.6, CRFBP-R2 block 1, pCIP destab -2, PHOSPHO1 block -10, GalR3 antagonist 2 and CHRM4 PAM 3.
CCOc1ccc(C(C)=O)cc1COC(=O)C1=COCCO1 was read as IDE cell activ -1, MEKK3 PB1 HTS 92, IDE cell inh 5, CRFR2-BP ag 0.9, CRFBP-R2 block -13, pCIP destab -2, PHOSPHO1 block 23, GalR3 antagonist -4 and CHRM4 PAM 1.
For O=C(COC(=O)c1ccccc1Br)Nc1cc(S(=O)(=O)N2CCOCC2)ccc1N1CCCC1 the results were IDE cell activ 1, MEKK3 PB1 HTS 88, IDE cell inh 0, CRFR2-BP ag 0.1, CRFBP-R2 block -4, pCIP destab 0, PHOSPHO1 block 40, GalR3 antagonist -3 and CHRM4 PAM -2.
For O=C(O)CN(Cc1ccco1)S(=O)(=O)c1ccc(F)cc1 the results were IDE cell activ 2, MEKK3 PB1 HTS 113, IDE cell inh -3, CRFR2-BP ag 0.6, CRFBP-R2 block -6, GalR3 antagonist 2 and CHRM4 PAM 14.
`CCOC(=O)c1c(C)[nH]c(C)c1S(=O)(=O)N(C)CC(=O)NCc1ccc(F)cc1` gave IDE cell activ 1, MEKK3 PB1 HTS 104, IDE cell inh 5, CRFR2-BP ag -2.1, CRFBP-R2 block 1, pCIP destab -2, PHOSPHO1 block 50, GalR3 antagonist -7 and CHRM4 PAM 2.
`O=C(O)/C(=C\c1cccs1)c1ccccc1` gave IDE cell activ 3, MEKK3 PB1 HTS 96, IDE cell inh 1, CRFR2-BP ag 0.0, CRFBP-R2 block 7, pCIP destab 8, PHOSPHO1 block 36, GalR3 antagonist -1 and CHRM4 PAM 5.
Screening CCCCN(C)C(=O)C(Cc1ccccc1)NS(=O)(=O)c1ccc2c(c1)CCC(=O)N2 (stereo unspecified) returned IDE cell activ 0, MEKK3 PB1 HTS 116, IDE cell inh -2, CRFR2-BP ag 0.2, CRFBP-R2 block 1, pCIP destab -6, PHOSPHO1 block -1, GalR3 antagonist 1 and CHRM4 PAM 2.
`COc1ccc(CCn2c(=O)[nH]c3cc(C(=O)NCCN4CCOCC4)ccc3c2=O)cc1OC` gave IDE cell activ 0, IDE cell inh 6, CRFR2-BP ag 3.0, CRFBP-R2 block -4, pCIP destab -14, PHOSPHO1 block -9, GalR3 antagonist -3 and CHRM4 PAM 29*.
CCC(=O)Nc1cccc(C2=NOC3(C2)C[C@@H](C(N)=O)N(C(=O)C2(C)CC2)C3)c1 (stereo partly specified) was read as IDE cell activ 2, MEKK3 PB1 HTS 104, IDE cell inh 1, CRFR2-BP ag -1.9, CRFBP-R2 block 5, pCIP destab -2, PHOSPHO1 block 22, GalR3 antagonist -8 and CHRM4 PAM 12.
`CNc1nc(Nc2ccc(C)c(Cl)c2)nc(N)c1[N+](=O)[O-]` gave IDE cell activ 3, MEKK3 PB1 HTS 99, IDE cell inh 0, CRFR2-BP ag -4.3, CRFBP-R2 block -113, pCIP destab 5, PHOSPHO1 block 3, GalR3 antagonist -4 and CHRM4 PAM 18.
For CSc1cccc(NS(=O)(=O)c2cccs2)c1 the results were IDE cell activ 0, MEKK3 PB1 HTS 92, IDE cell inh 4, CRFR2-BP ag -0.1, CRFBP-R2 block -5, pCIP destab -2, PHOSPHO1 block 13, GalR3 antagonist 1 and CHRM4 PAM 6.
For O=C(Cc1n[nH]c(=O)c2ccccc12)NCc1ccccc1 the results were MEKK3 PB1 HTS 105, IDE cell inh -1, CRFR2-BP ag 1.6, CRFBP-R2 block 8, pCIP destab 8, PHOSPHO1 block 8, GalR3 antagonist 7 and CHRM4 PAM 5.
Screening C[C@H](CO)N1C[C@H](C)[C@@H](CN(C)S(=O)(=O)c2ccccc2)Oc2ccc(NS(=O)(=O)c3ccccc3)cc2C1=O returned IDE cell activ -1, IDE cell inh 5, CRFR2-BP ag 0.3, CRFBP-R2 block -6, GalR3 antagonist -4 and CHRM4 PAM 3.
Screening CSc1ccccc1NC(=O)Nc1cccc(F)c1 returned IDE cell activ 4, MEKK3 PB1 HTS 106, IDE cell inh 2, CRFR2-BP ag 2.2, CRFBP-R2 block -13, pCIP destab -3, PHOSPHO1 block 18, GalR3 antagonist -1 and CHRM4 PAM -6.
Screening Cn1c(N)c(C(=O)c2cc(-c3ccccc3)nc3ccccc23)c(=O)n(C)c1=O returned IDE cell activ -2, MEKK3 PB1 HTS 102, IDE cell inh -2, CRFR2-BP ag 0.6, CRFBP-R2 block -13, pCIP destab -8, PHOSPHO1 block -43, GalR3 antagonist -3 and CHRM4 PAM 6.
For COC(=O)c1ccc(NC(=O)c2cc[n+](Cc3ccccc3)cc2)cc1 the results were IDE cell activ 2, MEKK3 PB1 HTS 100, CRFR2-BP ag -1.3, CRFBP-R2 block 3, pCIP destab -2, PHOSPHO1 block 15, GalR3 antagonist -11 and CHRM4 PAM -3.
`Cc1cccc(N2CCN(CC(=O)Nc3ccc(S(=O)(=O)N4CCOCC4)cc3)CC2)c1C` gave IDE cell activ -12, MEKK3 PB1 HTS 99, IDE cell inh 19*, CRFR2-BP ag 0.4, CRFBP-R2 block 2, pCIP destab -2, PHOSPHO1 block 18, GalR3 antagonist -2 and CHRM4 PAM -7.
Screening Cc1ccc(C(=O)CSc2ncn[nH]2)cc1 returned IDE cell activ 6, MEKK3 PB1 HTS 98, IDE cell inh 6, CRFR2-BP ag -0.8, CRFBP-R2 block 0, pCIP destab 0, PHOSPHO1 block 97*, GalR3 antagonist -3 and CHRM4 PAM 0.
For Cc1cccc(N2CCN(Cc3ccc([N+](=O)[O-])o3)CC2)c1C the results were IDE cell activ 1, MEKK3 PB1 HTS 105, IDE cell inh -2, CRFR2-BP ag -1.6, CRFBP-R2 block 2, pCIP destab -8, PHOSPHO1 block 36, GalR3 antagonist -4 and CHRM4 PAM 2.
For Cc1ccc2nc(-c3cccc(S(=O)(=O)N4CC(C)OC(C)C4)c3)cn2c1 (stereo unspecified) the results were IDE cell activ 2, MEKK3 PB1 HTS 104, IDE cell inh 1, CRFR2-BP ag 0.6, CRFBP-R2 block 2, pCIP destab 1, PHOSPHO1 block 38, GalR3 antagonist 2 and CHRM4 PAM 3.
For Cc1ccc(C)c(S(=O)(=O)N2CCCC2CNC(=O)C(=O)NCc2ccccc2)c1 (stereo unspecified) the results were IDE cell activ 0, IDE cell inh 5, CRFR2-BP ag -1.2, CRFBP-R2 block -7, GalR3 antagonist -4 and CHRM4 PAM 5.
COc1ccc(-c2nc(CSCC(=O)NCc3ccc4c(c3)OCO4)c(C)o2)cc1OC was read as IDE cell activ -2, MEKK3 PB1 HTS 101, IDE cell inh -1, CRFR2-BP ag -0.1, CRFBP-R2 block 28, pCIP destab -24, PHOSPHO1 block -37 and CHRM4 PAM 3.
Screening COc1ccc(C2CCCN2CC(O)COc2ccccc2C(C)C)cc1 (stereo unspecified) returned IDE cell activ 1, MEKK3 PB1 HTS 107, IDE cell inh -3, CRFR2-BP ag -0.8, CRFBP-R2 block -11, pCIP destab -6, PHOSPHO1 block 40, GalR3 antagonist -6 and CHRM4 PAM -2.
For COc1cccc(-c2nnc(NC(=O)c3ccc(Cl)s3)o2)c1 the results were IDE cell activ 6, MEKK3 PB1 HTS 73, IDE cell inh 1, CRFR2-BP ag 14, CRFBP-R2 block 5, pCIP destab -11, PHOSPHO1 block -14, GalR3 antagonist -2 and CHRM4 PAM 5.
Screening NC(=O)c1ccccc1NC(=O)Nc1cccc(Cl)c1 returned IDE cell activ -2, MEKK3 PB1 HTS 101, IDE cell inh 3, CRFR2-BP ag 1.9, CRFBP-R2 block -21, pCIP destab 4, PHOSPHO1 block 5, GalR3 antagonist -6 and CHRM4 PAM -6.
O=C(C1CC1)N1CCc2cc(Br)cc(S(=O)(=O)NCC3COc4ccccc4O3)c21 (stereo unspecified) was read as IDE cell activ 1, MEKK3 PB1 HTS 103, IDE cell inh 0, CRFR2-BP ag -0.1, CRFBP-R2 block -7, pCIP destab -10, PHOSPHO1 block -8, GalR3 antagonist -4 and CHRM4 PAM 3.
`C=CCn1c(-c2ccoc2)n[nH]c1=S` gave IDE cell activ 2, MEKK3 PB1 HTS 98, IDE cell inh 5, CRFR2-BP ag -4.1, CRFBP-R2 block 7, pCIP destab -5, PHOSPHO1 block -68, GalR3 antagonist -1 and CHRM4 PAM 19.
`CCN(CC(=O)Nc1ccccc1C(F)(F)F)C(=O)c1ccccc1Sc1ccccc1C#N` gave IDE cell activ 2, IDE cell inh -3, CRFR2-BP ag -1.4, CRFBP-R2 block 5, GalR3 antagonist -5 and CHRM4 PAM 5.
Screening COc1cc(/C(=C/c2ccccc2)c2ccccc2)c2c(c1)oc1ccccc12 returned IDE cell activ 5, MEKK3 PB1 HTS 98, IDE cell inh -5, CRFR2-BP ag 2.7, CRFBP-R2 block -10, pCIP destab -5, PHOSPHO1 block -2, GalR3 antagonist -2 and CHRM4 PAM 4.
